Jurkat NFkB inh: inhibitors of the PMA/ionomycin-induced NF-kB reporter in Jurkat cells; PMA/ionomycin-induced NF-kB luciferase reporter, luminescence; inhibition, % at 4 µM; 0.53% of 330,000 active; in the data active = inhibition above about 50%
Gli-Sufu antag: antagonists of Gli-Sufu signaling | inhibition, % at 5 µM | 0.74% of 340,000 active | Sufu-KO-LIGHT fibroblasts, Gli luciferase reporter luminescence;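 active = inhibition above about 55%, limit read from the data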;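 also: 0% = DMSO-treated cells and 100% = wells with medium but no cells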
UPR XBP1 act: activators of adaptive arm of unfolded protein response (XBP1). CHO-XBP1 luciferase reporter, IRE1-XBP1 UPR activation, luminescence; percent of tunicamycin response, DMSO as zero. activation, % at 20 µM. 0.33% of 330,000 active. AID 463104;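 active = versus positive control, 20 µM dose yields 30% or more activation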;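 also: 100% = tunicamycin at 10 µg/mL and 0% = DMSO only wells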
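Material: CHO-XBP1 cells stably carrying IRE1-XBP1-driven luciferase reporter | Medium: F12 with 10% serum | Compound dosing: 20 µM single concentration, DMSO 1% | Incubation: Overnight seeding at 37 °C, 6 h compound treatment at 37 °C | Detection: Steady-Glo luminescence read | Read-out basis: % activation of reporter signal versus tunicamycin and DMSO controls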
CHOP UPR activ: apoptotic UPR (CHOP) activation; CHO-CHOP luciferase reporter, luminescence; percent of tunicamycin response over DMSO baseline; AID 449763; activation, % at 10 µM; 0.34% of 330,000 active;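 active = at 10 µM dose, activation of 40% or more, normalized to positive control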;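 also: 100% = tunicamycin at 10 µg/mL and 0% = DMSO alone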
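Dosing – one dose, 10 µM in 0.5% DMSO · System – CHO-CHOP cells, stable luciferase reporter of PERK-eIF2a-CHOP signalling · Input – 500 cells/well · Control set – tunicamycin 10 µg/mL final as positive, DMSO-only wells as negative · Timing – 6 h compound treatment, 37 °C · Measure – % activation vs tunicamycin · Technique – luminescence read with Steady-Glo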
CXCR6 inh: CXCR6 (human) receptor inhibition. 0.36% of 360,000 active. CHO-K1 PathHunter CXCR6 beta-arrestin, luminescence. inhibition, % at 20 µM. AID 602244; in the data active = inhibition above about 34%, passing the limit was not always enough;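 also: antagonist mode with CXCL16 agonist at 10 nM final; 0% = 10 nM CXCL16 with DMSO and 100% = unstimulated wells without agonist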
Target sequence (O00574 whole entry, looked up): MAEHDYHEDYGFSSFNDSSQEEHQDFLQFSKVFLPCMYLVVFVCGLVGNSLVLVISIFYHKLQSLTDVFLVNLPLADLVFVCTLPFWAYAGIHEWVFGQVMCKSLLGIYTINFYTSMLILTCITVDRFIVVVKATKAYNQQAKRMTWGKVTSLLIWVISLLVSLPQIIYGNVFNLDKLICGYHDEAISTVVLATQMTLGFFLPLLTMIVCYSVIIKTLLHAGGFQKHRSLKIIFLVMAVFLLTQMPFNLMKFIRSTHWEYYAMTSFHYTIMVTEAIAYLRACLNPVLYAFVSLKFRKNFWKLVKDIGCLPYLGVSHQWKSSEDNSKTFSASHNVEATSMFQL
EBI2 block: EBI2 (human) antagonism; P32249; inhibition, % at 5 µM; AID 651636; EBI2 beta-arrestin recruitment, luminescence, 7a,25-OHC stimulated; 0.81% of 360,000 active; in the data active = inhibition above about 38%;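 also: enzyme fragment complementation signal reports receptor beta-arrestin coupling in cells; 0% = agonist plus DMSO wells and 100% = wells without agonist; some results beyond the cut were filed as inactive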
Target sequence (P32249 whole entry, looked up, the tested form may be a part): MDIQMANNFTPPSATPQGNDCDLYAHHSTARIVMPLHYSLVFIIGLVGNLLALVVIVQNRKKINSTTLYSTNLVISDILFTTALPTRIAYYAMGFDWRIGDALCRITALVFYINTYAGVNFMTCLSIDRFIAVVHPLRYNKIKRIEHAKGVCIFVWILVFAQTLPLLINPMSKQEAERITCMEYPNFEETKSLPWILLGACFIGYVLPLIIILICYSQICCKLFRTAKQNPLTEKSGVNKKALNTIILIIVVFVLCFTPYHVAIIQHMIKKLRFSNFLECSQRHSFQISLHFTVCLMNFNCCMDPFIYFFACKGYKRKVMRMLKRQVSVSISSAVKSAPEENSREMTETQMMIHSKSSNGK
697 NFkB inh: inhibitors of the PMA/ionomycin-induced NF-kB reporter in 697 B cells | 697 B-cell NF-kB luciferase reporter, 16 h | inhibition, % at 4 µM | 0.33% of 330,000 active; in the data active = inhibition above about 35%
CCR6 antagonist: antagonists of human CCR6 receptor. CHO-K1 CCR6 PathHunter beta-arrestin, luminescence, CCL20-stimulated. inhibition, % at 20 µM. 0.49% of 340,000 active;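 active = compounds whose inhibition of the agonist-driven luminescence signal at 20 µM reaches about 50%, limit read from the data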;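 also: cells stimulated with CCL20 at 14 nM final; plate controls were DMSO with CCL20 for no effect and DMSO without agonist for full effect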
Target sequence (P51684 whole entry, looked up): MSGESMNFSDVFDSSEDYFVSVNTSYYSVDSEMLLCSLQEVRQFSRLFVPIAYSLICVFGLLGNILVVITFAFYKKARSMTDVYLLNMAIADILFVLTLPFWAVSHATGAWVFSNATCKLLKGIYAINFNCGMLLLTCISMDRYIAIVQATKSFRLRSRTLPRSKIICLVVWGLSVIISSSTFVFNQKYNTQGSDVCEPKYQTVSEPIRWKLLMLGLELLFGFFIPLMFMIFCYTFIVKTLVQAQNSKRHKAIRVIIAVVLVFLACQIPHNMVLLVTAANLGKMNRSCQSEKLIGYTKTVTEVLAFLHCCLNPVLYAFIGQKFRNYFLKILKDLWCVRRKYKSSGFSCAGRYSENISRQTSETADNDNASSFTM
Mdm2 MdmX PPI: inhibitors of human Mdm2/MdmX interaction; O15151+Q00987; SaOS-2 split-luciferase Mdm2/MdmX complementation, luminescence; inhibition, % at 8 µM; 3% of 330,000 active; AID 485346;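 active = inhibition of at least 50% at 8 µM in the primary screen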
* marks the source's active call; other numbers are inactive results; · = no result given. An unsorted share of the library. Share with any hit: about 5%.

SMILES | Jurkat NFkB inh | Gli-Sufu antag | UPR XBP1 act | CHOP UPR activ | CXCR6 inh | EBI2 block | 697 NFkB inh | CCR6 antagonist | Mdm2 MdmX PPI
COc1ccccc1NC(=O)c1cc2c(CO)cnc(C)c2oc1=Nc1ccccc1 | -24 | 17 | 501* | 12 | 0 | 9 | 14 | -16 | 35
CCC(C)NC(=O)C1CCCN(c2nc(C)cc(OC)n2)C1 (stereo unspecified) | -3 | -9 | -1 | -0.4 | -10 | 4 | 3 | 4 | 29
Cc1[nH][nH]c(=O)c1C(c1ccc(F)cc1)c1c(C)[nH][nH]c1=O | -6 | 12 | -3 | 1.5 | -1 | 1 | -11 | -1 | -3
N#CCSc1ccccc1NC(=O)COC(=O)Cc1c[nH]c2ccccc12 | -26 | 1 | 3 | 0.0 | -9 | -5 | 4 | -4 | -10
O=C(CC(NCc1ccccn1)C(=O)O)Nc1ccccc1Cl (stereo unspecified) | -9 | 2 | -2 | 0.8 | -14 | -5 | 4 | 2 | -9
COc1ccc(/C=C/C(O)=C2/C(=O)NC3(C)CC2c2ccccc2O3)c(OC)c1OC (stereo unspecified) | 0 | 11 | -3 | 0.3 | 2 | 15 | 10 | 11 | 11
CCOCCn1c(SCc2ccc(C)cc2)nc2c1c(=O)[nH]c(=O)n2C | -15 | 1 | 6 | 2.5 | 2 | 9 | -8 | 3 | 12
CC(/C=C/C(=O)c1ccc(C)cc1)=C\c1ccccc1 | -18 | 2 | -2 | 5.1 | 0 | 6 | -17 | 9 | 20
COc1cccc(-n2ccnc2SCC(=O)Nc2cc(C)on2)c1 | -5 | -11 | 0 | 0.0 | -2 | -5 | 8 | -11 | -1
O=C(N/N=C/C=C\c1ccccc1[N+](=O)[O-])c1ccccn1 | -8 | -20 | 3 | -0.4 | 1 | -49 | -1 | 2 | 21
CCCCCC(C)NC(=O)c1cc(S(=O)(=O)N2CCCCC2)ccc1N1CCOCC1 (stereo unspecified) | 0 | 4 | -3 | 0.9 | -3 | 14 | 11 | 19 | -16
CC(=O)Oc1ccc(C(=O)c2ccccc2)c(OC(C)=O)c1 | 0 | -19 | -3 | -0.7 | -19 | 1 | -10 | 13 | -19
CCOC(=O)Cc1csc(NC(=O)c2c(-c3c(F)cccc3Cl)noc2C)n1 | 4 | -5 | 1 | -1.1 | 4 | -1 | 10 | 2 | 4
CCOC(=O)CN=C/C(C(C)=O)=C(/C)O | -1 | 2 | -1 | 1.0 | -12 | 0 | -10 | 2 | -19
COC(=O)c1sc(NC(=O)COc2cccc(C)c2)nc1C | -6 | -9 | -5 | 1.7 | -1 | -5 | 5 | 18 | -16
O=C(CNC(=O)c1cccc(Br)c1)N/N=C/c1cc(Br)cc(Br)c1O | -4 | -18 | 14 | 0.0 | 18 | -2 | -28 | 39 | 32
COc1cc(S(=O)(=O)NCCN2CCOCC2)ccc1-n1cnnn1 | 10 | 3 | 1 | -1.3 | -4 | -11 | 10 | 10 | 10
COc1cc(OC)cc(C(=O)Nc2ccc3c(c2)COC3=O)c1 | -31 | -13 | 1 | 0.5 | -1 | 6 | 3 | -5 | 17
C/C(=N\O)c1oc2ccc3c(C)cc(=O)oc3c2c1C | -24 | 1 | -1 | 1.7 | · | · | -32 | 4 | 15
CC(Sc1ccc2c(c1)OCCO2)C(=O)Nc1ncc(Cl)cc1Cl (stereo unspecified) | -8 | 0 | -2 | -1.1 | 2 | -6 | 17 | 8 | 17

Part of the list above, reduced to 697 NFkB inh and CXCR6 inh:
| structure | 697 NFkB inh | CXCR6 inh |
| --- | --- | --- |
| C/C(=N\O)c1oc2ccc3c(C)cc(=O)oc3c2c1C | -32 | · |
| CC(Sc1ccc2c(c1)OCCO2)C(=O)Nc1ncc(Cl)cc1Cl (stereo unspecified) | 17 | 2 |

The main list resumes; the 3 compounds before the break are reprinted first.
SMILES | Jurkat NFkB inh | Gli-Sufu antag | UPR XBP1 act | CHOP UPR activ | CXCR6 inh | EBI2 block | 697 NFkB inh | CCR6 antagonist | Mdm2 MdmX PPI
COc1cc(OC)cc(C(=O)Nc2ccc3c(c2)COC3=O)c1 | -31 | -13 | 1 | 0.5 | -1 | 6 | 3 | -5 | 17
C/C(=N\O)c1oc2ccc3c(C)cc(=O)oc3c2c1C | -24 | 1 | -1 | 1.7 | · | · | -32 | 4 | 15
CC(Sc1ccc2c(c1)OCCO2)C(=O)Nc1ncc(Cl)cc1Cl (stereo unspecified) | -8 | 0 | -2 | -1.1 | 2 | -6 | 17 | 8 | 17
CNS(=O)(=O)c1cccc(C(=O)NCC(c2cccs2)N2CCOCC2)c1 (stereo unspecified) | 10 | -6 | -1 | 2.7 | -8 | -4 | 11 | 1 | 9
C=CCSc1nnc(-c2nnc(SCC=C)n2CC)n1CC | -17 | 0 | -2 | 1.2 | -13 | -7 | -18 | -1 | 0
CCc1cc2c(=O)c(-c3cnn(-c4ccccc4)c3)c(C(F)(F)F)oc2c(CN(C)C)c1O | -19 | 29 | 4 | 1.5 | 0 | 7 | -37 | 6 | -1
CCOC(=O)CSc1nnc(NC(=O)c2cccc([N+](=O)[O-])c2)s1 | 9 | 4 | -2 | -0.3 | 9 | 1 | 5 | 11 | 4
CN(C(=O)C1CCC(=O)N(CCc2ccc(Cl)cc2)C1)C1CCOCC1 (stereo unspecified) | 9 | -8 | 0 | 1.5 | -6 | 6 | 1 | 6 | -1
CCOc1ccccc1-n1nnnc1SCC(=O)OC | -20 | -11 | 0 | 1.2 | 1 | 12 | 1 | 5 | 11
CSc1ccc(Cl)c(C(=O)OCC(=O)N2CCOCC2)c1 | 6 | -1 | 3 | -1.7 | 10 | -5 | 18 | 21 | 17
O=C(c1ccoc1)N1CCC2(CC1)Oc1ccc(F)cc1C(=O)C21CC(c2cccnc2)=NO1 (stereo unspecified) | -3 | 2 | 2 | -2.5 | 4 | 6 | 14 | 12 | -23
CCc1ccccc1NC(=O)CCN1C(=O)C2C3CCC(C3)C2C1=O (stereo unspecified) | -15 | -13 | 4 | -1.5 | -7 | -8 | 5 | 10 | -6
O=C(CN1C(=O)C2CC=C(Cl)CC2C1=O)Nc1ccc(C(=O)O)cc1 (stereo unspecified) | 3 | 1 | -3 | -0.7 | 4 | -6 | 6 | -9 | -3
Cn1nnnc1NCc1ccc(Cl)cc1 | 5 | -1 | -2 | 1.4 | -1 | 0 | 9 | 7 | 18
O=C(NCCCN1CCC(Cc2ccccc2)CC1)C1CCC(=O)N1C1CCCC1 (stereo unspecified) | 5 | 12 | -4 | 3.7 | 1 | 0 | 5 | 6 | 20
COC(=O)/C(C#N)=C/N(C)C | 3 | -1 | -4 | 0.7 | 4 | 4 | 17 | -1 | 21
COc1ccccc1OCCSc1nc2ccccc2c(=O)[nH]1 | -14 | 0 | 3 | 3.3 | -1 | 10 | -67 | 11 | -29
N#C/C(=C/c1cccn1-c1cccc(C(=O)O)c1)c1ccc(F)cc1 | · | 1 | · | · | 0 | 5 | · | 3 | ·
CC(=O)/C(=C\Nc1ccc(OCc2ccccc2)cc1)c1ccccc1 | 2 | -4 | -1 | -2.8 | -5 | 8 | 4 | 25 | -3
CN(C)c1ccnc(N(Cc2ccccc2)Cc2ccccc2)c1C#N | -24 | -24 | 5 | 1.3 | 16 | 15 | -40 | 12 | -24
CO/N=C(/CS(=O)Cc1ccc(Cl)cc1)c1ccc(Cl)cc1 (stereo unspecified) | 26 | 8 | -1 | -2.5 | 0 | 27 | -4 | 15 | 18
CCOC(=O)c1sc(NC(=O)CCCCl)nc1C | 6 | -2 | -2 | -0.3 | -4 | -2 | 4 | 4 | -5
O=C(Nc1cccnc1)c1ccc(NS(=O)(=O)c2cccc([N+](=O)[O-])c2)cc1 | 1 | 3 | -1 | -1.0 | 4 | -18 | 19 | 4 | 2
Cc1cc(C)c(NC(=O)CSCc2c(C)noc2C)c(Cl)c1 | 1 | 2 | -3 | -1.2 | 4 | 6 | 21 | 3 | 2
Cc1cc(C(F)(F)F)n(-c2nc(C(=O)Nc3cccnc3)cs2)n1 | 0 | -4 | 1 | 2.8 | -2 | 0 | 21 | 7 | 24
Cc1cc(=O)n2[nH]cnc2n1 | -2 | 0 | -4 | -2.0 | -4 | -8 | 7 | -4 | 12
CCC1=C2CC[C@H]3C(=O)N(C)C(=O)[C@H]3[C@H]2[C@@]2(Cc3ccccc3)C(=NCCOC)OC(=O)N2C1=O | 6 | -6 | 2 | 0.1 | -7 | -2 | 12 | 13 | 11
CN(C)c1ccnc(Oc2ccc(F)cc2)c1C#N | -9 | -11 | 5 | -0.6 | 6 | -9 | -1 | 7 | 14
CCN1CCN(P2(=O)C=C(c3ccccc3)OC(c3ccccc3)=C2)CC1 | 3 | 9 | -1 | -0.5 | -6 | -4 | -4 | -5 | 2
CCCCN(C)C1CCN(C(=S)Nc2cccc(SC)c2)CC1 | 2 | 10 | -2 | -0.5 | 15 | -5 | 5 | -6 | -24
CC1=CC(C)(C)NC(=S)N1c1ccccc1 | 3 | · | -3 | 0.1 | 6 | -3 | 8 | 5 | 13
CCc1ccc(NC(=O)CSCCO)cc1 | -5 | 2 | -2 | 1.2 | 9 | -5 | -1 | 10 | -20
COc1ccc(C)cc1Nc1nc(-c2c[nH]c3ccccc23)cs1 | -12 | -5 | 3 | -1.4 | 1 | 3 | -14 | 9 | 44
CSCCC(NS(=O)(=O)c1ccc(C)cc1)C(=O)N1CCN(S(=O)(=O)c2ccc(F)cc2)CC1 (stereo unspecified) | -3 | -1 | -3 | 1.4 | -4 | 1 | -9 | 13 | 11
COc1ccc(S(=O)(=O)N2CCOCC2)cc1NC(=O)COC(=O)CCOc1ccc(C)cc1 | 3 | -10 | 1 | -1.2 | 4 | -9 | 15 | 17 | 2
COC(=O)c1ccccc1NC(=O)c1ccccc1OC | 14 | 8 | 4 | 1.0 | -1 | 8 | 19 | 26 | 5
CNC(=O)C1CN(C(=O)c2cccc(S(=O)(=O)N3c4ccccc4CC3C)c2)c2ccccc2O1 (stereo unspecified) | 3 | -2 | 1 | 0.7 | 6 | 0 | 3 | 12 | -18
CS(=O)(=O)N(CC(=O)Nc1cccnc1)c1ccc2c(c1)OCO2 | -2 | 0 | -1 | -1.1 | -5 | -2 | 8 | -4 | 6
COc1ccc(C(=O)/C=C(\C)Nc2ccc(NC(C)=O)cc2)cc1 | 3 | -56 | -1 | 0.3 | 6 | 1 | 10 | 2 | -10
COc1ccc(C2=NCCn3nc4cc([N+](=O)[O-])ccc4c32)cc1 | 7 | 5 | 3 | -2.2 | -12 | -8 | 7 | -6 | 10
Cc1ccc(-c2[nH]c(=O)n3ccncc23)s1 | 0 | 6 | 0 | -0.8 | 2 | -12 | -19 | -2 | -16
O=C(O)CCCNC(=O)c1ccccn1 | -6 | 46 | 0 | 1.1 | 5 | -4 | -16 | 8 | -27
COc1cc2[nH]c(=O)n(Cc3ccc(C(=O)NCCCN4CCN(C)CC4)cc3)c(=O)c2cc1OC | -3 | -1 | -1 | -0.6 | 2 | -11 | 17 | -16 | 18
O=S(=O)(c1ccc(Cl)nc1)N(Cc1ccccc1)Cc1ccccc1 | -4 | 9 | 2 | 2.1 | -1 | 23 | 9 | 24 | -25
Cc1ccc(S(=O)(=O)N2CCN(C(=O)Cc3ccccc3)CC2)cc1C | -1 | -2 | -3 | 0.2 | -4 | 21 | 3 | 11 | -17
